Screens: PubChem BioAssay, The Scripps Research Institute Molecular Screening Center
GSTO1 inh: inhibitors of recombinant GSTO1, primary screen, counter-screen for RBBP9 inhibitor project, biochemical, fluorescence polarization | 1.1% of 300,000 active | AID 1974, 2009 | inhibition, % at 5.96 µM | activity-based probe fluorescence polarization;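 active means inhibition above the campaign mean inhibition plus 3 SD, cut at about 35% in these data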;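 further: 0% = GSTO1-1 with DMSO and 100% = wells lacking GSTO1-1 enzyme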
pPAFAH FP inh: pPAFAH enzyme inhibitors, primary screen, biochemical, fluorescence polarization, human. Platelet-activating factor acetylhydrolase (Homo sapiens), Q13093. recombinant pPAFAH, FP-rhodamine probe fluorescence polarization. inhibition, % at 3.39 µM. 1.5% of 330,000 active;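 active means inhibition above the mean inhibition across the screen plus 3 SD, cut at about 25% in these data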;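 further: inhibitors block binding of the rhodamine activity-based probe so polarization drops; 0% = enzyme with DMSO and 100% = wells lacking pPAFAH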
PAD4 inh: human PAD4 inhibitors, primary screen, biochemical, fluorescence polarization, 1536-well format | recombinant PAD4, RCA probe fluorescence polarization | 0.41% of 330,000 active | inhibition, % at 6.36 µM;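 active means percent inhibition above a cutoff equal to the mean of all tested compounds plus 3 SD, cut at about 15% in these data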;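 further: 0% = PAD4 with RCA probe and DMSO and 100% = probe without PAD4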
PREPL inh: PREPL enzyme inhibitors, primary screen, biochemical, fluorescence polarization | 0.68% of 320,000 active | inhibition, % at 5.96 µM | Prolyl endopeptidase-like (Homo sapiens), Q4J6C6 | recombinant PREPL, fluorescence polarization activity-based probe; in the data active means inhibition above about 43%;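 further: 0% = enzyme with DMSO and 100% = wells lacking enzyme; many of its hits are not listed in these tables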
PME-1 inh: PME-1 inhibitors via competitive probe labeling, primary screen, biochemical, fluorescence polarization, FP-Rh probe, HTS; 0.53% of 320,000 active; AID 2130, 2009; Protein phosphatase methylesterase 1 (Homo sapiens), Q9Y570; recombinant PME-1; inhibition, % at 5.9 µM;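 active means inhibition above the campaign mean of all compounds plus 3 SD, cut at about 26% in these data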;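 further: competitive labeling of PME-1 active site by serine hydrolase directed probe; 0% = PME-1 with DMSO and 100% = wells lacking PME-1 enzyme; inhibitors block probe labeling so polarization falls and inhibition rises; many of its hits are not listed in these tables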
PAFAH1B3 FP inh: PAFAH1B3 enzyme inhibitors, primary screen, biochemical, fluorescence polarization, human | Platelet-activating factor acetylhydrolase IB subunit alpha1 (Homo sapiens), Q15102 | recombinant PAFAH1B3, FP-rhodamine probe | inhibition, % at 3.39 µM | 0.28% of 340,000 active;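 active means inhibition above the screen-wide average of all tested compounds plus 3 SD, cut at about 25% in these data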;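 further: 0% = enzyme with DMSO only and 100% = wells lacking PAFAH1B3 protein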
PAFAH1B2 FP inh: PAFAH1B2 enzyme inhibitors, primary screen, biochemical, fluorescence polarization, human; inhibition, % at 3.39 µM; 1.2% of 340,000 active; AID 492953, 2010; Platelet-activating factor acetylhydrolase IB subunit alpha2 (Homo sapiens), P68402; recombinant PAFAH1B2, FP-rhodamine activity probe;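 active means inhibition above the mean of all tested compounds plus 3 SD, cut at about 24% in these data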;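 further: 0% = enzyme with DMSO and 100% = wells lacking PAFAH1B2; many of its hits are not listed in these tables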
Target sequence (P68402 whole entry, looked up): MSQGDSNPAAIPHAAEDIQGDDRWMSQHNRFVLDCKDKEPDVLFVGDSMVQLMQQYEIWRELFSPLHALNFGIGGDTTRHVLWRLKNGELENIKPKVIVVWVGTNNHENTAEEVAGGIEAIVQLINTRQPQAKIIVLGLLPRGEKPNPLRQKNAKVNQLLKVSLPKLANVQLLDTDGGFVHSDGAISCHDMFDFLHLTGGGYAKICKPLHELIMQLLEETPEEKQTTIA
LYPLA2 inh: LYPLA2 inhibitors, primary screen, counter-screen for PME1 inhibitor project, biochemical, fluorescence polarization, FP-Rh probe ABPP | inhibition, % at 5.9 µM | recombinant LYPLA2 | 0.38% of 320,000 active;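 active means inhibition above the screen-wide mean plus 3 SD, limit set per campaign, cut at about 26% in these data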;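 further: 0% = LYPLA2 with DMSO and 100% = wells lacking LYPLA2 enzyme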
Target sequence (O95372 whole entry, looked up): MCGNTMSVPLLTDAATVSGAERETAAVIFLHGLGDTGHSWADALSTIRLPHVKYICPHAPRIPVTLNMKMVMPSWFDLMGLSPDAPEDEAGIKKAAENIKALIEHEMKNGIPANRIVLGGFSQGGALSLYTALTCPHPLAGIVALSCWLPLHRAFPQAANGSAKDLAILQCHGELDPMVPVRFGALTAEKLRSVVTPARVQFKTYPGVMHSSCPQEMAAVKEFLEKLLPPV
LYPLA1 inh: LYPLA1 inhibitors, primary screen, counter-screen for PME1 inhibitor project, biochemical, fluorescence polarization, FP-Rh probe ABPP; Acyl-protein thioesterase 1 (Homo sapiens), O75608; recombinant LYPLA1; inhibition, % at 5.9 µM; 0.16% of 320,000 active; AID 2174, 2009;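 active means inhibition above the mean of all tested compounds plus 3 SD, set per campaign, cut at about 14% in these data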;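 further: inhibitors block serine hydrolase probe labeling of LYPLA1 so polarization falls; 0% = enzyme with DMSO and 100% = wells lacking LYPLA1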
Target sequence (O75608 whole entry, looked up): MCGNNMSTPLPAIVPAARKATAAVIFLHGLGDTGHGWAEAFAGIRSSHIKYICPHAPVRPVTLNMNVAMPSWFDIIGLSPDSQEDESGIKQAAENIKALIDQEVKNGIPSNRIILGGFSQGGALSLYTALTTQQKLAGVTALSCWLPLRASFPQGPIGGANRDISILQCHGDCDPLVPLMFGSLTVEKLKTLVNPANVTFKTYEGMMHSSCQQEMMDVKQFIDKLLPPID
Starred values were filed as active, the others as inactive; nt = not tested or not shown. This is a subset, so the mix of outcomes need not match the whole.

Order of values – GSTO1 inh	pPAFAH FP inh	PAD4 inh	PREPL inh	PME-1 inh	PAFAH1B3 FP inh	PAFAH1B2 FP inh	LYPLA2 inh	LYPLA1 inh
> COc1cc(=O)[nH]c(SCC(=O)Nc2nc3c(s2)CCCC3)n1
    3	2	3	0	-2	11	1	-2	1
> COC(=O)CNc1nc(-c2cccnc2)nc2ccccc12
    0	-9	-7	15	-2	6	3	-2	1
> CCN1CCN(CC(=O)Nc2cc(C)on2)CC1
    4	-5	-6	1	-2	2	6	-5	-2
> CCOc1ccccc1NC(=O)CN1c2cccc3cccc(c23)S1(=O)=O
    nt	-3	-2	1	13	-5	-2	2	-1
> Cc1c(Cl)cccc1NC(=O)CCC(=O)NNC(=O)c1ccccc1
    3	3	0	-3	6	0	2	-3	-1
> Cc1ccc(CCNC(=O)Cn2ncc3c([nH]c4ccccc43)c2=O)cc1
    13	-2	0	0	-12	0	-1	4	-4
> CC1C(c2ccccc2)N(C)C(c2ccccc2)CC1(O)c1ccc(F)cc1 (stereo unspecified)
    -2	2	-5	1	-5	4	1	-3	-2
> CNC(=S)NCCCc1ccccc1
    -4	1	-7	3	3	5	8	-3	2
> CCC(=O)N1CCN(c2ccc(NC(=O)c3cccs3)cc2)CC1
    0	6	-1	-4	-1	5	3	-6	-3
> O=S(=O)(c1ccc(=S)[nH]c1)N1CCOCC1
    nt	0	0	-1	5	9	4	-7	-3
> O=C(Cn1ncc(Cl)c(Cl)c1=O)Nc1ccc2c(c1)OCO2
    nt	8	5	18	5	-2	1	4	-2
> O=C(CCS(=O)(=O)c1ccccc1)N1CCN(c2ccccc2)CC1
    4	-1	-1	4	-3	-5	3	3	-1
> Cc1ccccc1OCc1nc2ccccc2c(=O)n1/N=C/c1cccc([N+](=O)[O-])c1
    0	2	1	5	1	1	6	-2	-5
> CN1C(=S)SC(C)(C)C1NO (stereo unspecified)
    2	3	-4	5	4	6	1	2	3
> CCN(CC)c1ccc(C=Nc2cccc(S(=O)(=O)N3CCOCC3)c2)c(O)c1
    nt	5	0	9	nt	-3	3	nt	nt
> CNC(=S)N=Nc1c(O)[nH]c2ccc(C(C)C)cc12
    -13	10	4	5	3	3	0	2	1
> CCCN(CCC)S(=O)(=O)c1ccc(C(=O)Nc2cccnc2)cc1
    0	3	-4	-12	4	4	0	5	2
> COCCCNCCCOc1ccc(C(C)(C)c2ccccc2)cc1
    -2	7	2	-14	4	7	9	0	0
> Cc1cc(C)n(CC(O)Cn2cnc3c2c(=O)n(C)c(=O)n3C)n1 (stereo unspecified)
    4	1	2	0	4	7	4	8	4
> Cc1cc(NC(=O)Cn2cnc3sccc3c2=O)no1
    nt	5	3	17	nt	2	3	nt	nt
> c1ccc(COCC2CCNCC2)cc1
    5	3	2	4	1	15	1	-1	1
> CCC(=O)c1cn([C@@H](CCC(OC)OC)CC(=O)OC(C)(C)C)cc1CC
    9	3	-1	-9	-6	3	2	0	0
> CS(=O)(=O)N(CC(=O)N1CCOCC1)c1ccc2c(c1)OCO2
    13	-2	-2	3	-10	1	1	-6	0
> COc1ccc(NC(=O)C2CCCC2)cn1
    6	1	5	13	-3	8	9	11	-2
> CCOc1ccccc1N1CCN(C(=O)c2ccccc2)CC1
    10	-1	4	13	0	2	3	7	1
> C/C(Cl)=C/Cn1c(SC(C)C)nc2c1c(=O)[nH]c(=O)n2C
    -7	9	-4	5	1	-2	1	5	1
> CCCCOc1ccc(C(=O)Nn2cnnc2)cc1
    9	1	5	18	-6	0	3	7	4
> O=C(CSCc1ccc(Cl)cc1Cl)Nc1ccccc1C(=O)Nc1ccc(C(=O)O)cc1
    -10	-3	0	-39	-7	13	4	-8	-5
> O=C1CC(Nc2cc(=O)[nH]c(=O)[nH]2)C(=O)N1c1ccccc1Cl (stereo unspecified)
    -2	0	-1	-1	-3	-1	-1	6	3
> COc1ccc(CCNC(=O)/C=C/c2cc(OC)c(OC)c(OC)c2)cc1OC
    -1	1	4	8	4	12	2	7	4

Next entries.
Structure,GSTO1 inh,pPAFAH FP inh,PAD4 inh,PREPL inh,PME-1 inh,PAFAH1B3 FP inh,PAFAH1B2 FP inh,LYPLA2 inh,LYPLA1 inh
Cc1cc(C(=O)N(C)CC(=O)Nc2ccc(F)c(F)c2F)no1,3,-7,-1,6,0,6,2,-10,1
C/C(=C/C#N)Nc1ccc(C)cc1,-4,4,0,-2,3,8,0,5,3
COCCn1c(=S)[nH]c2cc(C(=O)N3CCN(c4ccccc4OC)CC3)ccc2c1=O,5,-1,8,1,4,3,-1,10,-2
CN(CC(=O)Nc1c(Cl)cccc1Cl)C(=O)C1CC(=O)N(Cc2ccccc2)C1 (stereo unspecified),nt,1,-1,14,0,3,8,-4,1
O=C(CSc1n[nH]c(-c2ccccn2)n1)Nc1ccccc1,9,-2,1,2,4,5,3,-2,3
COc1ccccc1NC(=S)N1CCN(c2ccc(F)cc2)CC1,5,0,-2,7,-3,13,6,-1,2
Cc1c[n+](CC(=O)c2ccccc2)cs1,2,7,0,6,6,9,3,1,1
COc1cccc(N/C(SCc2ccccc2C)=C(/C#N)C(=O)NCc2cccs2)c1,-1,7,-4,-8,-11,2,-5,-11,-6
CCC(=O)Nc1ccc(C(=O)NNC(=O)c2cc([N+](=O)[O-])cc([N+](=O)[O-])c2)cc1,-7,-6,1,8,-3,-3,6,1,-1
COCCNC(=O)C(=O)NNS(=O)(=O)c1ccc(Cl)cc1,-2,4,-2,8,4,12,4,0,4
COc1ccc(Oc2coc3c(CN(C)C)c(O)ccc3c2=O)cc1,-3,1,-5,-4,0,3,6,0,3
COc1ccc(CCNC(=O)CS(=O)(=O)Cc2nc(-c3ccccc3Cl)oc2C)cc1OC,6,8,3,9,-7,-1,5,0,-1
NC(=O)Cn1nc([N+](=O)[O-])nc1Oc1ccccc1C(=O)N1CCOCC1,7,4,-3,-4,-5,5,10,-1,-5
CCOC(=O)N1CCN(C(=O)c2c(-c3ccccc3)noc2C)CC1,17,0,8,5,-6,8,-1,-1,1
O=[N+]([O-])c1cc(-c2nc3nc4ccccc4nc3n2CCc2ccccc2)cc([N+](=O)[O-])c1,0,-3,3,18,1,-4,2,-3,0
O=C(CC1NCCNC1=O)Nc1cc(Cl)cc(Cl)c1 (stereo unspecified),-1,-9,-5,-12,-1,4,-2,-5,-1
Cc1nn(Cc2nnc(SCC(=O)Nc3ccc(Cl)cc3)n2C)c(C)c1[N+](=O)[O-],8,-3,3,7,3,nt,nt,5,4
CCC(=O)c1ccc(OCC(=O)N(C)CC(=O)Nc2cccc(F)c2)cc1,2,4,-5,8,0,20,0,6,5
COc1ccc(CC(=O)N(C)Cc2ccc(C(C)(C)C)cc2)cc1S(=O)(=O)N1CCOCC1,5,18,0,18,3,4,8,4,0
COc1ccc(NC(=O)COc2ccc(/C=N/NC(=O)c3cccnc3)cc2OC)cc1,4,-3,0,-10,-4,2,6,-4,-6
Cc1ccc(C2(C)NC(=O)N(CC(=O)N3CCN(S(=O)(=O)c4cccs4)CC3)C2=O)cc1 (stereo unspecified),6,-1,-1,14,0,0,-3,-2,-3
CCOCCCNC(=O)c1cccc(OC2CCN(S(C)(=O)=O)CC2)c1,0,2,3,-8,-4,4,0,-3,-1
C=CCn1c(-c2ccccc2)nc(=S)c2c1CCCC2,-1,2,2,1,2,4,7,1,-5
CCOC(=O)c1c(NC(=O)CCS(=O)(=O)c2ccccc2)sc2c1CC(C)(C)NC2(C)C,2,3,-2,6,1,1,1,6,3
